# Bioassay records: PubChem, National Center for Advancing Translational Sciences (NCATS)
# Pol eta inh: blocks human DNA polymerase eta activity | Q9Y253 | recombinant Pol eta, fluorescent DNA replication assay | Potency, µM (doses to about 114 µM), without a hit: at the highest dose activity change, negative = inhibition, hits mostly inhibitors | 1.2% of 390,000 active | AID 588591; also: potency is read from the fitted curve at half-maximal effect; % is scaled to controls: 0 for no effect and ±100 for the full control effect
#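 Pol eta at 10 nM preincubated with compounds 15 min at room temperature; reaction started with fluorescent substrate (50 nM final) and read kinetically at 0 and 10 min.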
# PI4K2A inh: inhibitors of human PI4K2A. purified PI4K2A, ADP-Glo luminescence, 1 h; active compounds read low. activity change, negative = inhibition, % at 76.9 µM. 0.13% of 420,000 active. AID 1346378; in the data active = activity change below about -50%; inconclusive = mostly about -30% to -49%;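 also: -100% = wells without enzyme as full effect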
# Target sequence (Q9BTU6 whole entry, looked up): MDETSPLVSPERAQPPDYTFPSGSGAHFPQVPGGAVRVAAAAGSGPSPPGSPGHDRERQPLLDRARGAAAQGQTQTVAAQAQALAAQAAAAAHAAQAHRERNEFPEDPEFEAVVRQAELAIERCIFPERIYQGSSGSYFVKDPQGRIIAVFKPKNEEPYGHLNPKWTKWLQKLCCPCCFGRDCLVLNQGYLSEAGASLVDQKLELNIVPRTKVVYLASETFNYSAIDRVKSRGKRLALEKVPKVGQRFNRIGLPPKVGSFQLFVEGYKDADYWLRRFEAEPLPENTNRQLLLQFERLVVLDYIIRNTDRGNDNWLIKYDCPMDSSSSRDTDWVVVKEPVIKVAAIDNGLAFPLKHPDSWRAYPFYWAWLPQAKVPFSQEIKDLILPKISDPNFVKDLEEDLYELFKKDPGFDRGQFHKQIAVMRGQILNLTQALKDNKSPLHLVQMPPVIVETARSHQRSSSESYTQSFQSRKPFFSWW
#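 ADP-Glo luminescence measured ADP generated by PI4K2A enzyme (4 ug/mL before mixing) with 1.2 mM PI substrate (pre-mix) and 300 microM ATP (pre-mix). Tris pH7.5 buffer with MgCl2, Triton X-100; 1 h reaction at ambient temperature.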
# Tb PGK inh: T. brucei PGK inhibition. P07378. 0.043% of 380,000 active. AID 602233. Potency, µM (highest dose often 57.5 µM), for inactives: top-dose activity change, negative = inhibition, usual class: inhibitors. PGK/GAPDH coupled, Kinase-Glo luminescence, 60 min; also: potency is read from the fitted curve at half-maximal effect; % is scaled to controls: 0 for no effect and ±100 for the full control effect; nearly all actives have a fitted effect of over 60% in size
#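 Luminescent ATP detection (Kinase-Glo Plus) follows a 60-minute room-temperature incubation, with wells lacking PGK as controls. Buffer: 100 mM TEA (pH 7.6), 5 mM MgCl2, 0.01% Tween-20. Coupling enzyme GAPDH (100 nM final) supplies unstable 1,3-BPG in-well.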
# BAZ2B inh: BAZ2B (human) inhibition; Q9UIF8; AlphaScreen BAZ2B-H3K14Ac peptide displacement; Potency, µM (top dose mostly 114 µM), for inactives: top-dose activity change, negative = inhibition, hits mostly inhibitors; 4.4% of 360,000 active; AID 504333; also: potency is read from the fitted curve at half-maximal effect; % is scaled to controls: 0 for no effect and ±100 for the full control effect; nearly all actives have a fitted effect of over 60% in size
#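 In this displacement format the biotinylated H3(5-23) peptide acetylated at Lys14 serves as ligand at 50 nM, with BAZ2B at 50 nM in PBS pH 7.4 containing 0.01% Tween-20. Donor and acceptor beads are 10 ug/mL final.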
# HP1b binding inh: blocks HP1-beta chromodomain binding to methylated histone tails; AlphaScreen HP1-beta / biotin-H3K9me3 peptide binding; Potency, µM (top dose mostly 114 µM), for inactives: top-dose activity change, negative = inhibition, actives largely listed as inhibitors; 0.56% of 390,000 active; P83916; also: potency is read from the fitted curve at half-maximal effect; nearly all actives have a fitted effect of over 70% in size; inactives centre near 23
# Target sequence (P83916 whole entry, looked up): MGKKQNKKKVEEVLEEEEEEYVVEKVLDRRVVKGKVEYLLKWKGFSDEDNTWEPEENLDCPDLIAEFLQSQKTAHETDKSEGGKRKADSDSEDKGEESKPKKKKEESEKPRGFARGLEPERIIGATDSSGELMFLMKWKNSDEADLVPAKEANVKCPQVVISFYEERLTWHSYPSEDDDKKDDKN
#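 AlphaScreen: HP1-beta (50 nM) preformed 30 min with biotin-H3(1-18)K9me3 peptide (50 nM) in PBS pH 7.4, 0.01% Tween-20. Compound added for 30 min at RT, then streptavidin donor/nickel chelate acceptor beads (10 ug/mL) for 30 min.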
# JMJD2A Tudor: inhibitors of human JMJD2A Tudor domain. AlphaScreen JMJD2A-Tudor / H3K4me3 peptide binding. Potency, µM (series often up to 114 µM), inactives show top-dose activity change, negative = inhibition, hits mostly inhibitors. 4.4% of 390,000 active; also: potency is read from the fitted curve at half-maximal effect; % is scaled to controls: 0 for no effect and ±100 for the full control effect; nearly all actives have a fitted effect of over 50% in size
# GLS inh: glutaminase GLS (human) inhibition. O94925. GLS enzymatic activity, qHTS titration. Potency, µM (doses to about 45.5 µM), for inactives: top-dose activity change, negative = inhibition, actives largely listed as inhibitors. 0.21% of 410,000 active. AID 624170; also: potency is read from the fitted curve at half-maximal effect; % is scaled to controls: 0 for no effect and ±100 for the full control effect
#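 Read-out is an Amplex red fluorescence increase coupled through glutamate oxidase and HRP, measured before and after 30 min room-temperature incubation. hKGA is in 45 mM KH2PO4 (pH 8.2) with 0.02% Tween-20; glutamine added as 1mM solution.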
# G9a inh: inhibitors of human histone lysine methyltransferase G9a; Q96KQ7; G9a H3K9 monomethylation, AlphaScreen, 2 h; Potency, µM (doses to about 102 µM), without a hit: at the highest dose activity, negative = inhibition, actives largely listed as inhibitors; 8.8% of 350,000 active; AID 504332; also: potency is read from the fitted curve at half-maximal effect; % is scaled to controls: 0 for no effect and ±100 for the full control effect; nearly all actives have a fitted effect of over 75% in size
# Target sequence (Q96KQ7 913-1193 limits assumed): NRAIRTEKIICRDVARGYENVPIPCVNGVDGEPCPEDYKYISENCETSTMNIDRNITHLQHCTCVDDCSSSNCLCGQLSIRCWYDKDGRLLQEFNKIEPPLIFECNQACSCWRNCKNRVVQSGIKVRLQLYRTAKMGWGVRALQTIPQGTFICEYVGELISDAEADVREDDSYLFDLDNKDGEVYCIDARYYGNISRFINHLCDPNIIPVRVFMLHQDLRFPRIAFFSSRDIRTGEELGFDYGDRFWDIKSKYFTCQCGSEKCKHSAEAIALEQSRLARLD
#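 AlphaScreen detection with an anti-monomethyl H3K9 antibody quantified product after a 2 h room-temperature reaction containing 500 nM biotinylated H3K9 peptide, 20 µM SAM and 20 nM enzyme, which had been preincubated 15 min with compound.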
# Pin1 inhibitor: blocks the human prolyl isomerase Pin1. Potency, µM (titrated, usually from 115 µM), for the others: at the top dose activity, negative = inhibition, actives largely listed as inhibitors. Pin1 FP peptide displacement, HiFluor488, 10 min. Q13526. 0.009% of 390,000 active. AID 504891; active = well fitted inhibition curve with a large enough effect in the polarisation, with a control signal flat, not every such curve was filed as active; inconclusive = small, poorly fitted or top-dose-only effect, or effect the other way, or a change in a side signal; inactive = no such curve, though single readings can be large or run the other way; the % refers to the polarisation; also: potency is read from the fitted curve at half-maximal effect; % is scaled to controls: 0 for no effect and ±100 for the full control effect
# * marks the source's active call; other numbers are inactive results; i = inactive; ? = inconclusive; . = not tested or not shown; & = joins results of further samples; [ ] = remark or other dose. Unless noted, calls follow the shape of the dose curve; as a rule, active = well fitted curve in the direction sought with a large enough effect; inconclusive = small, poorly fitted or top-dose-only effect, or another doubt; inactive = no such curve, though single readings can be large; an effect the other way counts as inactive or inconclusive.
1. C/C(=N\NC(=O)CSc1nc2nc(C)cc(C)n2n1)c1ccccc1
2. COc1ccc(-c2sc3ccc(N4CCOCC4)cc3c2C#CCCO)cc1
3. Cc1c(Cl)cccc1NC(CC(=O)c1ccccc1)C(=O)O (stereo not given)
4. O=C(CSC1=NC2(CCCCCC2)N=C1c1ccccc1)Nc1ccc2c(c1)OCCO2
5. Cn1c(=O)n(C)c2cc(NS(=O)(=O)c3ccc(F)cc3)c(NCc3ccccc3)cc21
6. Cc1ccccc1OCC(=O)Nc1cccc(Cl)c1C

compound no.,1,2,3,4,5,6
Pol eta inh,-6%,-4%,-13%,-12%,-7%,-17%
PI4K2A inh,0,-5,-21,3,-2,-1
Tb PGK inh,6%,-9%,-12%,i,-1%,i
BAZ2B inh,5%,.,-19%,?,-37%,?
HP1b binding inh,29%,-20%,19%,23%,-6%,60%[activator]
JMJD2A Tudor,-9%,?,-21%,-24%,?,-3%
GLS inh,17%,11%,30%,0%,60%[activator],1%
G9a inh,2%[59 µM],.,?,?,11µM*,.
Pin1 inhibitor,1%,-4%,-12%,4%,2%,-3%

7. COc1ccc(-c2csc(Nc3ccccc3)[n+]2Cc2ccccc2)cc1
8. CCOC(=O)N1C/C(=C\c2ccccc2)C(=O)/C(=C/c2ccccc2)C1
9. CCOc1cc(C)c(Cl)cc1S(=O)(=O)NC1CC(C)(C)NC(C)(C)C1
10. CC1(OC(=O)C2CCCC2)C(=O)C=C2C=C(c3ccsc3)N(CCc3c[nH]c4ccccc34)C=C2C1=O (stereo not given)
11. COC(=O)c1cc2nc(-c3ccc(C)cc3)cc(C(F)(F)F)n2n1
12. COc1ccccc1CNC(=O)Cn1c(=O)nc(-c2ccccc2)c2ccccc21

compound no.,7,8,9,10,11,12
Pol eta inh,-12%,1%,-22%,-5%,-16%,-10%
PI4K2A inh,3,15,-2,-7,3,3
Tb PGK inh,-1%,i,12%,0%,-7%,-3%
BAZ2B inh,.,-25%,-17%,?,2%,-4%
HP1b binding inh,?,4%,49%[activator],-38%,8%,47%[activator]
JMJD2A Tudor,-3%,-27%,-2%[57.1 µM],?,-14%,7%
GLS inh,0%,-13%,-2%,-2%,5%,1%
G9a inh,16µM*,-25%,22%[59 µM],-42%[59 µM],49%,6%[12.7 µM]
Pin1 inhibitor,1%,-2%,3%,-1%,0%,-4%

13. c1ccc2c(N3CCCCC3)ncnc2c1
14. CCOc1ccccc1NC(=O)C(NS(=O)(=O)c1ccc2c(c1)CCC(=O)N2)c1ccccc1 (stereo not given)
15. COCCNc1nc2c(c(=O)n(C)c(=O)n2C)n1CCCc1ccccc1
16. O=C(COC(=O)c1cn(-c2ccccc2)nc1-c1ccc(F)cc1)Nc1ncc(Cl)cc1Cl
17. Cc1ccccc1CC1CCN(CCCNC(=O)Nc2ccccc2)CC1
18. O=c1ccc2ccccc2o1

compound no.,13,14,15,16,17,18
Pol eta inh,-4%,-14%,-18%,?,-15%,-15%
PI4K2A inh,1,-2,-5,-17,-1,-4&2
Tb PGK inh,i,i,-9%,i,-1%,-9%
BAZ2B inh,-28%,-23%,.,-5%,4%,4%
HP1b binding inh,36%,14%,.,23%,20%,25%
JMJD2A Tudor,12%,-18%,.,-9%,-5%,-14%
GLS inh,-18%,3%,13%,-7%,-2%,5%&-5%
G9a inh,-29%[12.7 µM],-20%[59 µM],.,?,0%,-5%[2.33 µM]
Pin1 inhibitor,-3%,4%,.,?,-1%,-3%

19. CCc1cccc(C)c1NS(=O)(=O)c1c(C(=O)N2CCCCCC2)c(C)n(C)c1C
20. CCOC(=O)CN(C(=O)CSc1nnc(COc2ccc(OC)cc2)n1C)c1ccccc1
21. O=C1c2ccccc2C(=O)N1CCCn1c(=O)oc2ccccc21
22. CCOc1ccc(NC(=O)CN2CCc3ccccc3C2)cc1
23. CCOc1ccccc1C(=O)Nc1cccc(-c2ccc3nncn3n2)c1
24. CC1CCN(S(=O)(=O)c2ccc3c(c2)N(CC(=O)NCc2ccccc2)C(=O)CO3)CC1

compound no.,19,20,21,22,23,24
Pol eta inh,-19%,-5%,5%,-13%,-3%,-18%
PI4K2A inh,-3,2,0,-22,8,-8
Tb PGK inh,i,5%,6%,-8%,-4%,-10%
BAZ2B inh,-25%,3%,2%,-16%,-23%,3%
HP1b binding inh,15%,41%[activator],24%,20%,29%,29%
JMJD2A Tudor,-29%,-10%,-10%,-10%,7%,-11%
GLS inh,5%,8%,-6%,1%,1%,-8%
G9a inh,-2%[59 µM],27%[59 µM],5%[12.7 µM],17%,-6%[59 µM],-5%[59 µM]
Pin1 inhibitor,-6%,19%,5%,-7%,1%,-5%

25. O=C(OCc1cn([C@H]2CN(C(=O)c3cccs3)[C@@H](c3ccc(Cl)cc3)C[C@@H]2O)nn1)c1ccccc1
26. COc1ccc(NC(=O)c2ccccc2OCc2c(C)noc2C)cc1OC
27. CCCOc1ccccc1/C=C1/C(=O)ON=C1C
28. CCCS(=O)(=O)N1CCC(C(=O)NC2CCCCC2C)CC1 (stereo not given)
29. O=C(CSc1nnc(-c2cccs2)o1)N1CCc2ccccc21
30. Cc1ccc(C)c(N2CCN(C(=O)c3cc4ccccc4oc3=O)CC2)c1

compound no.,25,26,27,28,29,30
Pol eta inh,-17%,-21%,-4%,-13%,-11%,-18%
PI4K2A inh,3,3,1,3,-13,1
Tb PGK inh,-8%,-10%,3%,-5%,-2%,2%
BAZ2B inh,.,-15%,-35%,-21%,-7%,10%
HP1b binding inh,.,4%,28%,16%,20%,21%
JMJD2A Tudor,.,-21%,0%,-1%,-6%,-23%
GLS inh,1%,11%,5%,1%,-11%,-1%
G9a inh,.,11%,-22%,21%,-3%[59 µM],-20%
Pin1 inhibitor,.,-6%,0%,1%,23%,-2%

31. Cc1cs/c(=N\N=C2CCCCC2)n1Cc1ccco1
32. Cc1ccc(NC(=O)c2ccccc2[N+](=O)[O-])nc1
33. O=C(Nc1cccc(-c2cccc(Cl)c2)c1)C1CCN(C2CCC2)CC1
34. Cc1ccc(Cl)cc1-n1c(CCC(=O)O)ccc1-c1cccs1
35. Cc1ccc2c(=O)cc(C(=O)Nc3ccc(S(=O)(=O)N4CCCCC4)cc3)oc2c1C
36. C#CCOCCOCCOCCNc1nc(N2CCN(C(=O)CCCCCCCCCCNC(=O)[C@@H](CCSC)n3cc(CCO)nn3)CC2)nc(N2CCN(C(=O)CCCCCCCCCCNC(=O)[C@H](CCC(=O)O)n3cc(CCCCCN)nn3)CC2)n1

compound no.,31,32,33,34,35,36
Pol eta inh,-12%,-23%,-7%,-15%,-6%,-11%
PI4K2A inh,-1,0,0,-1,-4,-1
Tb PGK inh,i,i,-2%,-7%,-1%,3%
BAZ2B inh,45µM*,-7%,-2%,?,23%,-12%
HP1b binding inh,?,18%,0%,0%,52%[activator],7%
JMJD2A Tudor,?,-5%,-17%,?,-8%,-36%
GLS inh,1%,-2%,8%,66%[activator],-4%,-2%
G9a inh,?,1%,-4%[0.0925 µM],11µM*,3%[59 µM],-11%[2.33 µM]
Pin1 inhibitor,1%,-5%,-19%,-10%,11%,73%[activator]

37. COc1ccc(OCCNC(=O)CCCO)cc1
38. Cc1noc(C)c1COc1ccc(C(=O)OCC(=O)N2c3ccccc3NC(=O)C2(C)C)cc1
39. CCOC(=O)Cn1ncc(-c2ccccc2)c1N
40. COCCNC(=O)CSc1ccccc1C(=O)NC1CCCc2ccccc21 (stereo not given)
41. Cc1cc2nnc(SCC(=O)NCc3ccco3)n2c2ccccc12
42. Cn1c(SCC(=O)CC(=O)Nc2ccccc2)nnc1-c1ccc(O)cc1
43. Cc1[nH]n(-c2ccccc2)c(=O)c1C=Nc1ccc(S(=O)(=O)Nc2nccs2)cc1
44. CCc1ccc(NC(=O)C2CCN(S(=O)(=O)c3ccc4c(c3)N(C(C)=O)CCO4)CC2)cc1

compound no.,37,38,39,40,41,42,43,44
Pol eta inh,0%,7.1µM*,-8%,-7%,-10%,-11%,13%,-14%
PI4K2A inh,-5,-9,-3,-1,-1,2,-14,0
Tb PGK inh,-7%,-19%,-9%,-8%,-7%,.,4%,-7%
BAZ2B inh,4%,?,-4%,0%,.,12%,?,-34%
HP1b binding inh,58%[activator],-23%,15%,-10%,28%,30%,?,21%
JMJD2A Tudor,1%,-33%,-20%,-17%,-7%,-20%,?,-25%
GLS inh,-1%,0%,-2%,4%,-1%,?,29%,-1%
G9a inh,2%,?,23%[59 µM],?,.,5%[59 µM],?,25%
Pin1 inhibitor,3%,?,-3%,-8%,11%,-9%,?,-4%

# Ordered by heavy-atom count (low to high): part of the list above.
37. COc1ccc(OCCNC(=O)CCCO)cc1
41. Cc1cc2nnc(SCC(=O)NCc3ccco3)n2c2ccccc12
40. COCCNC(=O)CSc1ccccc1C(=O)NC1CCCc2ccccc21 (stereo not given)

compound no.,37,41,40
Pol eta inh,0%,-10%,-7%
PI4K2A inh,-5,-1,-1
Tb PGK inh,-7%,-7%,-8%
BAZ2B inh,4%,.,0%
HP1b binding inh,58%[activator],28%,-10%
JMJD2A Tudor,1%,-7%,-17%
GLS inh,-1%,-1%,4%
G9a inh,2%,.,?
Pin1 inhibitor,3%,11%,-8%

# A portion of the library; rates above refer to the full screens.
